Screens deposited in PubChem by several laboratories.
PHOSPHO1 block: PHOSPHO1 (human) inhibition | Q8TCT1 | recombinant PHOSPHO1, absorbance phosphatase assay | inhibition, % at 13.3 µM | 1.1% of 290,000 active | AID 1565; in the data active means inhibition above about 60%
SUMO HTRF inh: SUMOylation inhibition | HTRF SUMOylation assay, SAE1/SAE2 + UBC9, in vitro | P63279 | inhibition, % at 35 µM | 0.36% of 290,000 active; in the data active means inhibition above about 50%, passing the limit was not always enough; further: strong numbers were not always called active
IDE act: activators of human insulin-degrading enzyme in cells | P14735 | HEK cells, FAbeta-B cleavage, fluorescence polarization; 0% vehicle, 100% cell-free pure enzyme wells | activation, % at 5.96 µM | 0.073% of 340,000 active;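 active means activation above the mean of all tested compounds plus 3 SD, set per screening campaign, cut at about 17% in these data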
Target sequence (P14735 whole entry, looked up): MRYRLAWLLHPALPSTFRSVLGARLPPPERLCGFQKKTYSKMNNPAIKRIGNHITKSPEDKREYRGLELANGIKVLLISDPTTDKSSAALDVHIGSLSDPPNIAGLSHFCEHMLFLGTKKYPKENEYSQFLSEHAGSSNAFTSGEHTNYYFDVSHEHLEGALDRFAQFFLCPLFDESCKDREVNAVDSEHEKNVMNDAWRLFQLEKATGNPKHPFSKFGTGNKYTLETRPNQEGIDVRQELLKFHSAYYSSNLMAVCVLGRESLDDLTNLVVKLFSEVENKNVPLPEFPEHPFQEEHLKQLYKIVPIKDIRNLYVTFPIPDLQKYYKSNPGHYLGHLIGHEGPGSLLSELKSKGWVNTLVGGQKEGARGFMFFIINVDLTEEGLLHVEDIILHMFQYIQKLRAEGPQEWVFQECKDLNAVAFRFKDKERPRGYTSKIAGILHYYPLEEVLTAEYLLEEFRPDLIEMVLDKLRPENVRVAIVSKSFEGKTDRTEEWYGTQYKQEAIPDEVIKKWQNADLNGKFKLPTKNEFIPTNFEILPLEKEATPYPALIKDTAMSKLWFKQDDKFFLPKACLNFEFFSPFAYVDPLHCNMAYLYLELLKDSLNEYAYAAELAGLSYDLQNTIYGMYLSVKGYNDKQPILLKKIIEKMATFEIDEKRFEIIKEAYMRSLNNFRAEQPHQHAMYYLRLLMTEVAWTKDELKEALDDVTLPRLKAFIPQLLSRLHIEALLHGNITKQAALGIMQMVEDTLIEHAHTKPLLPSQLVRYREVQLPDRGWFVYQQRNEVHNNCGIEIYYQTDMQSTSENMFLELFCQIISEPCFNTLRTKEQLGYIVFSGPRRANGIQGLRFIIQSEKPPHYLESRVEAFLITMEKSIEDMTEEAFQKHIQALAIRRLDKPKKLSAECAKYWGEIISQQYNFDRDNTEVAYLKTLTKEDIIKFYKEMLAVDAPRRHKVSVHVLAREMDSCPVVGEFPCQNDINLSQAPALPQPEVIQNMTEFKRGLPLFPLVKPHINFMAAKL
HCV NS3 hel inh: blocks Hepatitis C virus NS3 helicase unwinding | NS3 helicase DNA unwinding, Cy5 molecular beacon fluorescence | inhibition, % at 10.9 µM | 0.56% of 290,000 active;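 active means inhibition above the mean of all tested compounds plus 3 SD, set per campaign, cut at about 35% in these data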;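 further: 0% = DMSO wells and 100% = thioflavine S control wells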
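Compound dosing – single dose, 10.9 µM nominal final, DMSO 0.8% final · System – NS3 helicase fragment of HCV · Buffer or medium – MOPS pH 6.5, MgCl2, DTT, Tween20, BSA · Signal – Cy5 beacon fluorescence read at start and 1 h · Also added – annealed dual-labelled DNA beacon duplex, ATP-started · Schedule – 1 h at 25 °C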
IMP-1 inh: blocks Pseudomonas aeruginosa IMP-1 metallo-beta-lactamase | purified IMP-1, nitrocefin hydrolysis, epi-absorbance fluorescence | inhibition, % at 5.6 µM | 0.45% of 290,000 active | AID 1556;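 active means inhibition above the mean plus 3 SD of all compounds in the same screening run, cut at about 4.5% in these data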;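 further: 0% = IMP-1 with DMSO and 100% = DMSO wells lacking enzyme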
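Material – recombinant IMP-1 enzyme, purified · Amount – IMP-1 0.2 nM before substrate addition · Medium – HEPES buffer pH 7.1 with ZnSO4 and Brij 35 · Timing – 25 °C, 15 min preincubation, 25 min reaction · Measured by – plate fluorescence quenching by hydrolysis product, ex 480/em 530 nm · Read-out – percent enzyme inhibition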
MEKK3 PB1 HTS: modulators (inhibitors or enhancers) of MEK5 binding to human MEKK3 PB1 domain; bead-based flow cytometry, Alexa488-MEK5 binding to MEKK3; actives lie on both sides; 0 = blocked by unlabeled MEK5, 100 = vehicle; binding response (% of control), % at 10 µM; 1.4% of 290,000 active; AID 1529;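 active means binding response more than 3 SD above or below the average of its plate-row segment, actives on both sides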;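 further: Alexa488 bead fluorescence after subtracting the streptavidin-only scavenger bead signal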
VIM-2 inhibitor: inhibitors of Pseudomonas aeruginosa VIM-2 metallo-beta-lactamase; 0.89% of 290,000 active; AID 1527; inhibition, % at 5.6 µM; purified VIM-2, nitrocefin hydrolysis, epi-absorbance fluorescence;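 active means inhibition above the mean of all tested compounds plus 3 SD, cutoff set per screening run, cut at about 7.5% in these data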;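 further: red hydrolysis product quenches plate fluorescence so inhibitors raise well fluorescence; 0% = enzyme with DMSO and 100% = DMSO without enzyme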
DNA FID counter: counter-screen for HCV NS3 helicase inhibitors: DNA intercalator displacement. 0.17% of 290,000 active. inhibition, % at 7.9 µM. DNA fluorescent intercalator displacement, fluorescence; in the data active means inhibition above about 37%;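 further: 0% = vehicle and 100% = reference compound; higher means more ethidium bromide displaced from hairpin DNA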
p-CIP stab down: p/CIP protein destabilization | Q05BA5 | F442A p/CIP-EGFP cells, EGFP fluorescence, 16 h | decrease of EGFP signal, % at 10 µM | 0.01% of 290,000 active | AID 1984;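 active means EGFP signal decrease of at least 30% at 10 µM or well 3 SD below plate mean, unless failing retest; inactive means the rest, including hits failing retest or dose response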; further: some compounds called inactive have numbers as strong as hits; many of its hits are not listed in these tables
Active calls of the source: *; · = no result given. These rows are one share of the data; the hit share may differ from the screen's.

Molecule	PHOSPHO1 block	SUMO HTRF inh	IDE act	HCV NS3 hel inh	IMP-1 inh	MEKK3 PB1 HTS	VIM-2 inhibitor	DNA FID counter	p-CIP stab down
COc1cc(/C=C/c2nc3ccc([N+](=O)[O-])cc3s2)ccc1OCC(=O)O	29	8	·	5	-1.2	89	-2.6	-10	-13
COc1cccc(C(=O)NCc2ccco2)c1	-28	12	-1	-2	-5.2	98	-2.4	-2	-8
COc1ccc(OC)c(Cc2nnc(CCC(=O)NCc3ccsc3)o2)c1	33	12	4	3	-2.6	98	-3.1	-9	-9
O=C(CSc1nnc(CNC(=O)c2ccco2)o1)Nc1cccc(C(F)(F)F)c1	38	-10	4	-2	-0.9	98	-1.7	-11	5
CN(CC(=O)Nc1ccc(N2CCOCC2)cc1)Cc1cc(=O)n2ccsc2n1	36	8	3	-1	-4.4	91	-4.9	-6	-9
O=C(CN(Cc1ccc(Cl)cc1)C(=O)CN1C(=O)COc2ccccc21)NC1CCCC1	-6	21	3	15	3.6	100	-2.0	-30	-1
Cc1cccc(N2CCN(C(=O)c3ccc(CNc4c(N5CCC(C)CC5)c(=O)c4=O)cc3)CC2)c1C	11	-4	4	-3	-3.9	101	-1.8	-10	-7
Cc1ccc(-c2nnc(CSc3nncn3N)o2)cc1	10	3	9	0	-2.5	90	-1.9	-3	-13

3 compounds from above, limited to VIM-2 inhibitor:
SMILES | VIM-2 inhibitor
CN(CC(=O)Nc1ccc(N2CCOCC2)cc1)Cc1cc(=O)n2ccsc2n1 | -4.9
Cc1ccc(-c2nnc(CSc3nncn3N)o2)cc1 | -1.9
COc1cccc(C(=O)NCc2ccco2)c1 | -2.4

Carrying on.
Molecule	PHOSPHO1 block	SUMO HTRF inh	IDE act	HCV NS3 hel inh	IMP-1 inh	MEKK3 PB1 HTS	VIM-2 inhibitor	DNA FID counter	p-CIP stab down
Cc1nc(Cl)sc1C(=O)Nc1cccc(Cl)c1	25	-5	4	1	0.5	103	-0.1	1	1
COC(=O)c1scc(C)c1NC(=O)C(Cl)c1ccccc1 (stereo not given)	7	53	5	12	-2.0	104	-2.8	-3	1
Clc1cccc(N2CCN(Cc3nnc(-c4ccccc4)o3)CC2)c1	45	-5	5	-1	-1.1	98	-1.1	-11	-2
CN(C)CCCNc1nc(N)c([N+](=O)[O-])c(NC2CCCCC2)n1	52	6	-4	-8	-1.6	107	-0.8	6	-9
CCOC(=O)C1(C)NC(c2ccco2)C2C(=O)N(c3ccccc3)C(=O)C21 (stereo not given)	-20	-2	-1	-3	-2.1	95	0.4	6	9
CCCCNC(=S)NNC(=O)c1ccc2c(c1)OCO2	3	-8	3	3	-1.0	98	-3.9	-4	-1
O=C(O)c1cc(NC(=O)c2cccc(N3C(=O)c4ccccc4C3=O)c2)cc(C(=O)O)c1	18	30	5	-5	-0.3	103	-1.8	-10	2
Cc1cc(=O)[nH]c(N2CCc3ccccc3C2)n1	-1	12	2	-4	-3.6	101	-0.3	-4	1
O=C(CSc1ccccn1)NC1CCCC1	16	15	·	3	-2.8	73	1.4	5	-13
CN(C)c1ccc(/C=N/NC(=O)CNC(=O)/C=C/c2ccco2)cc1	13	-1	2	7	-0.9	101	-0.6	-13	-7
Cc1ccnc(NS(=O)(=O)c2ccc(NC(=O)CN3C(=O)CCC3=O)cc2)n1	6	5	1	2	-1.6	83	-0.2	2	1
CC(C)Cn1cnc2c1c(=O)n(CC(=O)NC(=O)NC(C)(C)C)c(=O)n2Cc1ccccc1	32	-8	3	-3	-2.0	104	-1.4	-42	-2
COc1ccc(C2(C(=O)O)CCCC2)cc1	-13	11	2	0	-1.4	90	-3.6	-2	-6
CC1CN(C(=O)c2ccccc2)OC(c2ccc3c(c2)OCO3)O1 (stereo not given)	-5	15	0	18	-2.7	97	2.5	-10	-13
CC1CC(C)CN(CCCNC(=O)C2CCCN(S(=O)(=O)N3CC(C)CC(C)C3)C2)C1 (stereo not given)	30	·	1	-6	-3.8	98	-0.3	19	-11
O=C(Nc1nccs1)C1CCN(S(=O)(=O)c2cccs2)CC1	17	9	-2	-11	-0.1	·	-1.6	-1	1
O=[N+]([O-])c1cc(S(=O)(=O)N2CCCC2)ccc1SCCO	-20	8	6	14	-1.1	92	-1.5	1	1
CCN(CC)CCNc1nc2c(c(=O)[nH]c(=O)n2C)n1CC(O)COc1ccc(Cl)cc1Cl (stereo not given)	15	34	-1	-9	-3.8	107	-1.9	16	-10
Cc1ccc2c(c1)c(N=Nc1cccc(C(=O)O)c1)c(O)n2C	-16	6	7	-1	0.4	97	-1.3	-25	-9
Cc1c(CN2CCC(C)CC2)c(=O)n(-c2ccccc2)n1C	-1	5	2	-5	-3.2	104	-2.5	0	-5
CCOC(=O)c1c(NC(=O)Nc2ccccc2)sc(C)c1C	24	-30	0	-3	-1.2	105	-2.0	3	2
O=C1C=C(Nc2ccccc2)C(=O)c2ccccc21	7	15	6	-2	-1.2	111	-0.5	2	7
COC(=O)c1ccc(COc2ccccc2/C=C(\C#N)C(=O)Nc2ccc(C)cc2)cc1	-12	0	0	3	-1.6	87	1.2	2	-8
C=CCNCCCCOc1ccccc1-c1ccccc1	13	21	3	-20	-4.3	103	-2.7	18	-12
c1ccc2c(c1)nc(N1CCOCC1)c1c3ccccc3[nH]c21	48	2	6	-13	-3.4	103	-3.3	2	-6
Cn1c(=O)c2c(nc(Br)n2CCSc2ncccn2)n(C)c1=O	2	5	3	-5	-5.5	105	-2.6	-1	0
CC12CC(NC(=O)N1Cc1ccccc1)c1ccccc1O2 (stereo not given)	11	4	2	-3	-1.7	116	-2.9	-7	-12
COc1ccc(C2CC(=O)N(c3ccccc3)C3=C2C(=O)CCC3)cc1 (stereo not given)	6	19	·	-2	-0.8	93	0.2	-12	-19
CCn1c(=O)c(C(=O)Nc2ccccc2C)c(O)c2ccccc21	-8	-5	6	-8	-2.5	85	-0.6	1	0
C[C@@H]1NC(=O)c2cc([N+](=O)[O-])cc(I)c2OCC[C@@H](C(=O)NC(CC(=O)O)C(N)=O)NC(=O)[C@H](CCC(=O)O)NC1=O (stereo not given in full)	-14	6	·	8	-3.8	95	-3.0	-14	-6
O=c1cc(CN2CCN(c3ccccc3)CC2)c2cc(O)c(-c3ccccc3)cc2o1	-14	27	-1	-1	0.4	102	-1.4	-2	-4
COc1cc(C(C)=O)ccc1COc1ccc(C(=O)OCC(=O)NC2CCS(=O)(=O)C2)cc1OC (stereo not given)	14	2	-6	17	1.8	92	0.5	-43	-6
N/C(=N\OC(=O)c1ccc2c(c1)OCO2)c1cccc(Br)c1	54	11	-2	4	-0.7	107	-0.5	-2	-6
COc1ccc(C)cc1Nc1nc(N)c2ccccc2n1	39	-3	-2	-11	-2.7	108	1.4	10	-7
Cc1ccc(SCc2nc3ncccn3c2Br)cc1	37	25	·	-1	-0.6	97	2.0	-15	1
COc1ccc(S(=O)(=O)N(C)C)cc1NCC(=O)Nc1cccc(C#N)c1	16	-2	3	-6	-1.5	105	-1.3	2	-37
CSc1nc2c(cc1C#N)CCCCC2	-12	-28	-4	3	-3.0	106	-2.6	-1	6
Cc1nc(Nc2ccc3c(c2)OCCO3)c2nnn(Cc3ccccc3Cl)c2n1	-12	6	-2	-12	-2.1	101	-1.5	-13	-10
CCOC(=O)c1c(NC(=O)CSc2ncnc3[nH]ncc23)sc2c1CCC(C)C2 (stereo not given)	9	-18	-2	6	-2.0	86	-1.7	-12	1
CN1CCN(c2nc(-c3cccs3)cs2)CC1	2	11	4	-6	-0.9	100	-0.8	-1	-4
COc1ccc(-c2nc3c(c4nnc(SC(C)C(=O)Nc5ccccc5)n24)COC(C)(C)C3)cc1 (stereo not given)	1	-8	3	-2	-0.2	125	0.6	0	-2
Cc1ccc(OCC(=O)NCc2ccco2)cc1C	22	18	0	13	-1.6	100	-2.4	-14	-16
CN1C(=O)C(C)(C)c2cc(S(=O)(=O)N(C)Cc3ccccc3)ccc21	18	14	2	15	-5.2	103	-2.8	-34	5
CCc1cccc2c(C(=O)C(NC(C)CC)c3ccccc3)c[nH]c12 (stereo not given)	47	-16	2	-40	-2.7	102	-2.0	8	0
CCOC(=O)N1CCC(N2Cc3cccc(C(=O)NCC4CCN(CC(C)C)C4)c3C2=O)CC1 (stereo not given)	13	-9	1	0	-0.3	99	-2.5	3	-3
O=C(CN1CCCCCC1)NCC1CCCO1 (stereo not given)	37	16	4	16	-4.7	98	-4.0	17	-15
CC1=NN(C(=O)c2c(Br)c(C)nn2C)C(O)(C(F)(F)F)C1 (stereo not given)	-3	-16	0	-9	-2.5	102	-1.7	2	-14
Cc1nc(C)c(-c2csc(Nc3cccnc3)n2)s1	14	26	-4	10	-5.3	107	30*	-11	7
O=C(NC(=S)NNC(=O)c1ccc(Cl)cc1Cl)c1cccnc1	-9	8	1	-5	-1.9	104	-4.6	-5	5
NC(=O)C1CC12c1ccccc1-c1ccccc12 (stereo not given)	44	24	4	4	-2.5	105	-2.1	-12	-6
O=C(CN1C(=O)NC2(CCCC2)C1=O)N1CCN(S(=O)(=O)c2cccc(F)c2)CC1	14	6	3	4	-2.0	99	-0.4	-9	-7
Cc1ccc(CCc2nnc(SCC(=O)Nc3cccc(Cl)c3)n2-c2ccccc2)o1	-21	6	-2	4	-1.5	102	-3.5	-9	-2
COc1ccc(OC)c(NC(=S)NCC(c2cccnc2)N2CCOCC2)c1 (stereo not given)	-4	9	-1	-11	0.0	99	1.2	-3	8
CC(=O)NC1CC2CCC(C1)N2Cc1ccc(C)cc1 (stereo not given)	7	17	4	-1	-4.3	110	-4.2	-3	2
CCc1cc(CNC(=O)CC2C(=O)NCCN2Cc2ccccc2C(F)(F)F)on1 (stereo not given)	24	12	4	4	-1.6	104	-1.5	-19	8
COc1ccc(C(=O)N/N=C/c2ccc3cccc(O)c3n2)cc1	-16	-33	-2	-2	-3.7	98	-3.6	-15	8

Carrying on:
Molecule	PHOSPHO1 block	SUMO HTRF inh	IDE act	HCV NS3 hel inh	IMP-1 inh	MEKK3 PB1 HTS	VIM-2 inhibitor	DNA FID counter	p-CIP stab down
COc1ccc(Nc2nc(CC(C)=O)ns2)cc1OC	0	-27	2	-8	-3.2	107	-1.4	-1	0
CC(C)NC(=O)CN1CCN(C(=O)CCl)CC1	12	5	7	-15	-2.7	97	0.2	8	-3
Cc1cc(C)n(CC(O)Cn2c3ccccc3c3ccccc32)n1 (stereo not given)	11	-15	-1	-3	-4.0	105	-4.2	-27	-8
CSc1nc(-c2ccccc2)[nH]c(=S)c1C(C)=O	10	2	-8	2	-6.6	101	-6.2	-2	11
CC12CCC(C/C1=N\OC(=O)c1c(F)cccc1F)C2(C)C (stereo not given)	-5	-15	9	-12	-3.0	101	-3.2	1	-5
